Bioassay records as filed in PubChem BioAssay.
Kir21 block: blocks the mouse Kir2.1 inward-rectifier potassium channel; P35561; HEK293-Kir2.1, FluxOR thallium flux fluorescence; stronger effect = lower value; B-score at 10 µM; 310,000 compounds, 0.85% hits;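 active = fluorescence ratio B-score at or below minus 3 SD of library scores, with starting-brightness B-score within 2 SD, cut at about -4.2 in these data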;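 note: channel flux triggered by added potassium and thallium sulfate stimulus; B-score of peak minus minimum fluorescence over baseline after thallium stimulus; more negative B-score means stronger Kir2.1 block with less thallium influx; some compounds called inactive have numbers as strong as hits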
KCNQ2 inh: KCNQ2 channel blockers in CHO-K1 cells – cell-based, FluxOR thallium flux, B-score, primary screen (AID 2156); O88943; 20 min; stronger effect = lower value; B-score at 10 µM; 310,000 compounds, 1.1% hits;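 active = fluorescence ratio B-score at most minus 3 library SDs, with starting brightness B-score within 2 library SDs, cut at about -5.5 in these data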
Target sequence (O88943 whole entry, looked up): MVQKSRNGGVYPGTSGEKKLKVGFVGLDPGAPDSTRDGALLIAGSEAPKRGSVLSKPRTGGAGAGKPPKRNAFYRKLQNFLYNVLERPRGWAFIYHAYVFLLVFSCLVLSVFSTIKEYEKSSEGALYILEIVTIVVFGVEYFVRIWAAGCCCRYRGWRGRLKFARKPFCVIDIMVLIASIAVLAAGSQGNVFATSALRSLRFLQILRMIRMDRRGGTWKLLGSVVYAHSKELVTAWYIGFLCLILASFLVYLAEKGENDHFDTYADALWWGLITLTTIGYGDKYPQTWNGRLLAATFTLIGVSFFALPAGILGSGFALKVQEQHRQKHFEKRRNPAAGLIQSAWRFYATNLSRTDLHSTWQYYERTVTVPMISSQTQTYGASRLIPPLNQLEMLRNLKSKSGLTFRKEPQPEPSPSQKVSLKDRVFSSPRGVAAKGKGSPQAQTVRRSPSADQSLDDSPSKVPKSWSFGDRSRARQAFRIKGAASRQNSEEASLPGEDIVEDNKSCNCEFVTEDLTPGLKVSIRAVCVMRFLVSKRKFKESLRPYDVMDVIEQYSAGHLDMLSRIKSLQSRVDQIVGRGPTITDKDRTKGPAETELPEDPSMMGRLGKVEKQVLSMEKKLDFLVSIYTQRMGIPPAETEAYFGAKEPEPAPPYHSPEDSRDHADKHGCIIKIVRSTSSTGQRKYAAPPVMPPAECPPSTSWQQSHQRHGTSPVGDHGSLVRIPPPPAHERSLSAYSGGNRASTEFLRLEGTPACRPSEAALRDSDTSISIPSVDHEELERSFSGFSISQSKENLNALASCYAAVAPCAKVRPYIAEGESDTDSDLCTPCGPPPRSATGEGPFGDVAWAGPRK
Starred values were filed as active, the others as inactive; i = inactive.

Kir21 block | KCNQ2 inh | SMILES
1.7 | i | CCOC(=O)C1=C(c2ccccc2)NC(SCC(N)=O)=C(C#N)C1c1cccnc1 (stereo unspecified)
0.56 | i | O=c1c2ccccc2oc2cc(OCc3cccc(F)c3)cc(O)c12
-3 | i | O=C(COc1ccc(Cl)cc1)Nc1cccc(S(=O)(=O)NC2=NCCCCC2)c1
-0.19 | i | CC1(C)CC(=O)C2=C(C1)OC(c1ccc(O)cc1)C(C#N)=C2N (stereo unspecified)
0.01 | i | COc1ccc(-c2nnc3n(CCc4ccccc4)c(=O)c4ccccc4n23)c(OC)c1
-0.12 | i | O=C(CSc1c[nH]c2ccccc12)NCC1CCCO1 (stereo unspecified)
0.25 | i | CN1Cc2c(N3CCOCC3)nc3sc(C#N)c(N)c3c2CC1(C)C
-0.29 | i | CC(C)=CCCC(C)NC(=O)NC1CCCCC1 (stereo unspecified)
-2.6 | i | CN1CCCN(C(=O)CSc2ccccc2)CC1
1.8 | i | CCS(=O)(=O)N1CCN(C(=O)c2cccc3ccccc23)CC1
-1.9 | i | COC(=O)C(C)n1cnc2c(nnn2-c2cccc(Cl)c2)c1=O (stereo unspecified)
1.2 | i | O=C(Nc1nc2c(Cl)cccc2s1)C1CC1
-0.35 | i | C=CCn1c(SCC(=O)NC2CC2)nnc1-c1cccc(OC)c1
0.56 | i | CCC(C)C(=O)Nc1nc(C)c(-c2csc(Nc3ccccc3OC)n2)s1 (stereo unspecified)
1.8 | i | CS(=O)(=O)c1ccc(Cl)c(NC(=O)COC(=O)c2ncc(Cl)c(Cl)c2Cl)c1
-1.6 | i | CCCCCCCCOC(=O)C[N+](C)(C)C/C=C(/C)Cl
0.05 | i | COc1ccc(CN(C)C(=O)c2ccc3c(=O)n4c(nc3c2)CCC4)c(OC)c1
-1.1 | i | Cc1ccc(-c2nnc(Oc3ccc(NC(=O)c4ccccc4)cc3)c3ccccc23)cc1
2.3 | i | CCC1(C)Cc2c(sc3nc(SCC(=O)c4ccccc4)[nH]c(=O)c23)CO1 (stereo unspecified)
-0.58 | i | CS(=O)(=O)N(CC(=O)N1CCN(Cc2ccccc2)CC1)c1ccccc1F
-1.1 | i | COc1ccccc1NC(=O)c1nn(-c2ccc(OC(F)(F)F)cc2)ccc1=O
0.01 | i | CCOC(=O)/C(C#N)=C/c1cc2ccccc2nc1Cl
-0.01 | i | COc1ccccc1NC(=O)C1CCCN(c2cc(C)nc3ncnn23)C1 (stereo unspecified)
0 | i | COc1cc(C(=O)NCC(C)C)cc(OC)c1OC
-0.8 | i | Cc1ccc(NC(=O)Cn2c(=S)[nH]c3ccccc32)cc1
2.2 | i | Cc1ccc(NC(=S)NC(=O)c2sc3ccccc3c2Cl)c(C(=O)O)c1
0.44 | i | COc1cc(NS(=O)(=O)c2ccc(NC(C)=O)cc2)nc(OC)n1
-0.35 | i | CC1CCCC(C)N1/N=C/c1ccc([N+](=O)[O-])cc1 (stereo unspecified)
-0.57 | i | Cc1ccc(NC(=O)Cn2nnc(C(=O)NCc3ccc(Cl)cc3)c2N)cc1F
0.27 | i | Cc1cc(C)cc(OCC(=O)OCC(=O)c2c(N)n(C)c(=O)n(C)c2=O)c1
-0.05 | i | O=C(CCCn1c(=O)[nH]c2ccccc2c1=O)NC1CCCCCC1
0.08 | i | NC(=O)Nc1ccccc1C(=O)Nc1ccc2ccccc2c1
0.48 | i | CC(C)[C@H](NC(=O)N1CCn2c1nc1ccccc12)C(=O)NCCc1ccccc1
-0.83 | i | NC(=O)N/N=C/c1sc(=O)n(-c2ccccc2)c1Cl
-0.14 | -6.2* | CCOC(=O)c1ccccc1NC(=O)N1CCn2c(C)ccc2C1CC (stereo unspecified)
0.25 | i | COc1cccc(Nc2ncnc3nc[nH]c23)c1
1.4 | i | CCOC(=O)c1c(NC(=O)c2c(C(=O)O)cccc2[N+](=O)[O-])sc2c1CCCC2
-0.28 | i | COc1ccc(C(=O)c2c(C)oc3ccc(O)cc23)cc1
0.56 | i | CCCCCC[C@@H]([C@@H](C)O)n1cnc2c(N)ncnc21
-0.42 | i | CCOC(=O)N/N=C\c1ccc(OC/C=C/c2ccccc2)c(OC)c1
1.4 | i | CCOC(=O)c1ccc(N2C(=O)C(CC(=O)NC)N(CCc3ccc(OC)c(OC)c3)C2=S)cc1 (stereo unspecified)
-1.1 | i | Cc1ccccc1CN1[C@@H](Cc2ccccc2)COCCS1(=O)=O
0.72 | i | C[C@H](NC(=O)c1nc[nH]c1C(=O)NCC(=O)OC(C)(C)C)C(=O)OCc1ccccc1
-0.73 | i | COc1nc(NCCN2CCOCC2)nc(Nc2ccccc2)n1
-1.5 | i | N#Cc1c(N)nc(SCc2ccccc2)c(C#N)c1-c1ccco1
0.25 | i | O=C(COc1ncnc2ccc(Br)cc12)NCc1ccc2c(c1)OCO2
2.8 | i | CC(=Nc1ccccc1C)C1=C(O)CSC1=O
-0.18 | i | Cc1cc(C)n2nc(C(=O)N/N=C/c3cn(C)nc3C)nc2n1
1.5 | i | CS(=O)(=O)N1CCCC(C(=O)Nc2cccc(F)c2)C1 (stereo unspecified)
-0.12 | i | Cc1ccc(S(=O)(=O)N2CCCOC2CNC(=O)C(=O)NCc2ccc3c(c2)OCO3)cc1 (stereo unspecified)
2.9 | i | COCCNC(=O)C(=O)NCC1OCCN1S(=O)(=O)c1ccc2c(c1)OCCO2 (stereo unspecified)
1.3 | i | O=C1COCCOCCOCCOCC(=O)NCCN1
-0.04 | i | COc1ccc(N2CCN(C(=O)CSc3ccccc3)CC2)cc1
-1.8 | i | Cc1cccc(C(c2c(C)nn(-c3ccccc3)c2N)c2c(C)nn(-c3ccccc3)c2N)c1
1.2 | i | Cc1c(C(=O)O)sc2nc(C)n(C)c(=O)c12
0.1 | i | CC(=O)NNC(=O)CCC(=O)Nc1ccccc1

Following part.
Kir21 block | KCNQ2 inh | SMILES
-1.7 | i | CCC(Sc1nc2ncnc(N)c2[nH]1)C(=O)O (stereo unspecified)
-0.33 | i | CC(C)CN(C(=O)c1ccc(=O)n(C)n1)c1c(N)n(Cc2ccccc2)c(=O)[nH]c1=O
-1.5 | i | CCCCCOc1ccc(Cn2ccnc2)cc1[N+](=O)[O-]
0.13 | i | COc1ccc(NC(=S)NCC2CCCO2)c(C)c1 (stereo unspecified)
-0.19 | i | Cc1cc(O)c(-c2cc(C(=O)Nc3sc4c(c3C(=O)NCc3ccco3)CCC4)[nH]n2)cc1C
1.1 | i | CN(C)c1nc(N(C)C)nc(N(C)C)n1
-0.56 | i | COC(=O)C1C(=O)c2c(C)noc2CC1(C)C (stereo unspecified)
0.23 | i | O=C(c1cccc(NS(=O)(=O)c2ccccc2)c1)N1CCCC1
-1.1 | i | Cc1ccnc(NC(=O)CCC(=O)N(CC(=O)NC(C)(C)C)c2ccc(F)c(Cl)c2)c1
1 | i | O=C(COc1ccc2c(-c3ccccc3)cc(=O)oc2c1)N[C@@H](Cc1c[nH]c2ccc(O)cc12)C(=O)O
-1.1 | i | O=C(Nc1cccc(Cl)c1)Nc1csc([N+](=O)[O-])c1
-1.4 | i | CCCc1ccccc1OCCNC(=O)c1cc(=O)n(C)c(=O)n1C
0.31 | i | CN(CC(=O)Nc1cccc(F)c1)C(=O)c1ccc2c(c1)OCCO2
4.6 | i | COc1ccccc1CNC(=O)c1csc(Cc2ccc(Cl)cc2)n1
0.12 | i | CCN(CC)c1ccc(C(NC(C)=O)NC(C)=O)cc1
-0.61 | i | COc1ccc(NC(=O)c2ccc(-n3c(C)ccc3C)cc2)c(OC)c1

Structures listed so far with two or more sulfur atoms (three):
Kir21 block | KCNQ2 inh | SMILES
0.56 | i | CCC(C)C(=O)Nc1nc(C)c(-c2csc(Nc3ccccc3OC)n2)s1 (stereo unspecified)
2.3 | i | CCC1(C)Cc2c(sc3nc(SCC(=O)c4ccccc4)[nH]c(=O)c23)CO1 (stereo unspecified)
2.2 | i | Cc1ccc(NC(=S)NC(=O)c2sc3ccccc3c2Cl)c(C(=O)O)c1

Following part
Kir21 block | KCNQ2 inh | SMILES
-2 | i | O=C(NNc1ccc(F)cc1)c1c(F)cccc1Cl
-0.01 | i | c1ccc(-c2csc(NNC3=NCCCCC3)n2)cc1
-0.41 | i | O=C1C(Cl)=C(Nc2cccc(O)c2)C(=O)N1Cc1ccccc1
0.03 | i | CCCCNC(=O)N(O)C1N(/N=C/c2ccc(N(C)C)cc2)C(=S)SC1(C)C (stereo unspecified)
0.24 | i | CCOc1ccc(N(C)C(=O)CCc2nnc3ccc(N4CCOCC4)nn23)cc1
0.73 | i | Cc1cc(C)nc(SCNC(=O)c2ccccc2)n1
0.07 | i | Cc1cc(NNC(=O)Nc2cccc(Cl)c2)nc2c1c(C)nn2C
-2 | i | COc1ccc(C(=O)Nc2ccc(N3CCOCC3)cc2)cc1OC
0 | i | O=C(COC(=O)COc1ccccc1)Nc1ccc(OC(F)(F)F)cc1
0.96 | i | CCC(C)(C)c1ccc(OCCN2C(=O)NC(C)(C)C2=O)cc1
-0.37 | i | COCCNc1nc2c(-c3cccc(C(F)(F)F)c3)nnn2c2ccccc12
-1.9 | i | COc1ccc(NC(=O)c2cc3sccc3n2Cc2ccc(F)cc2)cc1OC
1.3 | i | Cc1cc([N+](=O)[O-])nn1CC(=O)NCCCN1CCOCC1
0.05 | i | O=C(COc1ccccc1)Nc1ccc(N2CCN(C(=O)c3ccco3)CC2)cc1
0.02 | i | COc1ccc(NC2CCCN(Cc3cccc4cnccc34)C2)cc1 (stereo unspecified)
0.57 | i | CN(CC(=O)NCc1ccccn1)S(=O)(=O)c1ccc2ccccc2c1
0.79 | i | COc1ccc(-n2c(Cn3nnc4ccccc43)n[nH]c2=S)cc1
1.3 | i | C=CCNC(=O)O/N=C/c1csc([N+](=O)[O-])c1
-0.87 | i | Cc1ccc(-c2ccc(=O)n(Cc3ccc(F)cc3)n2)cc1
-0.42 | i | CCCSc1nc(C)c(-c2csc(C(C#N)=C3CCCC3)n2)cc1C#N
-1.3 | i | COc1ccc(NC(=O)CN(C)C(=O)c2cc3c(s2)CCC3)cc1
0.12 | i | CC(=O)c1ccc(NC(=O)c2cccc(NC(=O)c3ccccc3)c2)cc1
0.4 | i | O=C(C1CCC(=O)N(C2CCCC2)C1)N1CCC(Oc2cccc(F)c2)CC1 (stereo unspecified)
-0.73 | i | Cc1nc(N)nc(OCC(F)(F)C(F)F)c1Br

5 entries from above, ordered by molecular weight, high to low.
Kir21 block | KCNQ2 inh | SMILES
-0.42 | i | CCCSc1nc(C)c(-c2csc(C(C#N)=C3CCCC3)n2)cc1C#N
-1.3 | i | COc1ccc(NC(=O)CN(C)C(=O)c2cc3c(s2)CCC3)cc1
0.79 | i | COc1ccc(-n2c(Cn3nnc4ccccc43)n[nH]c2=S)cc1
-0.87 | i | Cc1ccc(-c2ccc(=O)n(Cc3ccc(F)cc3)n2)cc1
1.3 | i | C=CCNC(=O)O/N=C/c1csc([N+](=O)[O-])c1

Further compounds.
Kir21 block | KCNQ2 inh | SMILES
0.11 | i | COc1cc(CN/C(C)=C(\C#N)C(N)=O)cc(OC)c1OC
0.64 | i | COc1ccc(/C=C2\SC(=O)N(CCC(=O)Nc3ccccc3)C2=O)cc1OC
1.1 | i | O=C(NC(=S)N1CCCc2ccccc21)c1ccc([N+](=O)[O-])cc1
1.6 | i | COc1ccc2c(Cl)c(C(=O)NN)sc2c1
0.09 | i | Cc1nc([N+](=O)[O-])c(Br)n1CC(=O)c1ccc(Cl)cc1
0.38 | i | CCn1c(=O)c(C(=O)NCCN2CCCCC2)c(O)c2ccccc21
-0.23 | i | C=CCCN(Cc1ccccc1)S(=O)(=O)c1ccccc1Br
-0.6 | i | CCC1(c2ccccc2)NC(=O)N(CC(=O)NNC(=O)c2ccoc2C)C1=O (stereo unspecified)
1.4 | i | O=C(CN1C(=O)C2C3C=CC(C3)C2C1=O)Nc1ccc(S(=O)(=O)Nc2nccs2)cc1 (stereo unspecified)
-0.09 | i | CCOc1ccccc1NC(=S)N1CCN(c2ccccc2)CC1
0.77 | i | COc1ccc(N2C(=O)CSC23CCC(C(C)(C)C)CC3)cc1 (stereo unspecified)
0.6 | i | CCOc1ccc2nc(-c3ccc(OC)c(OC)c3)cc(C(=O)O)c2c1
1.2 | i | Cc1nc(-c2noc(-c3ccccc3Cl)n2)c(C(F)(F)F)o1
0.63 | i | CCOC(=O)C[n+]1c(C)ccc2c1CCC2
0.06 | i | Cc1cccc(CSc2nnnn2-c2ccccc2)c1
1.2 | i | Cc1ccc(-c2nc(N)sc2CC(=O)OCC(=O)N2C(C)CCCC2C)cc1 (stereo unspecified)
-0.54 | i | COc1ccc([C@@H]2C[C@H]3CN(Cc4ccccc4OC)C(=O)[C@]34CCCN24)cc1C
1.1 | i | O=C(NS(=O)(=O)c1ccc(Cl)s1)c1ccccc1
2.1 | i | CCC(CC)Nc1ccc(C(CC(N)=O)NC(=O)c2ccccc2)cc1[N+](=O)[O-] (stereo unspecified)
-2.5 | i | CC(=O)c1c(OCC(=O)O)ccc2c(C)cc(=O)oc12
0.22 | i | O=C(N/N=C/c1ccc(O)c2ncccc12)c1cccc(Br)c1
-2.3 | i | COc1ccc(CNC(=O)C(=O)NCCCn2ccnc2)cc1
-0.05 | i | CCN(CC(=O)NCc1ccc(F)cc1)S(=O)(=O)c1ccc(C)cc1
1.4 | i | Cn1ncc2c(NNC(=O)c3ccc(O)cc3)ncnc21
-0.22 | i | CN(C)c1ccc(C(=O)n2nnc3ccccc32)cc1
2.4 | i | CCOC(=O)C1CCN(c2ncnc3c2c(-c2ccccc2)cn3-c2ccccc2)CC1
-0.93 | i | Cc1cccc(N2C(=O)c3cccnc3C2=O)c1
1.6 | i | Cc1ccccc1NC(=O)CSc1nc(N)c2c3c(sc2n1)CSC(C)(C)C3
-0.49 | i | CCOc1c(Cl)cc(/C=C/C(=O)N(CC)CC(=O)NCc2cccs2)cc1OC

One compound at a time, from the list above:
Profile of CCOC(=O)C1CCN(c2ncnc3c2c(-c2ccccc2)cn3-c2ccccc2)CC1 → Kir21 block: 2.4; KCNQ2 inh: i
Profile of Cc1ccccc1NC(=O)CSc1nc(N)c2c3c(sc2n1)CSC(C)(C)C3 → Kir21 block: 1.6; KCNQ2 inh: i
